Giardia FBPA inh: Giardia lamblia aldolase inhibition; AID 2451; 290,000 tested, 0.71% active; Potency, µM (doses to about 59.6 µM), inactives show top-dose activity, negative = inhibition, usual class: inhibitors; A8B2U2; purified Giardia FBPA; note: potency is the fitted concentration of half-maximal effect; nearly all actives have a fitted effect of over 55% in size
Target sequence (A8B2U2 whole entry, looked up): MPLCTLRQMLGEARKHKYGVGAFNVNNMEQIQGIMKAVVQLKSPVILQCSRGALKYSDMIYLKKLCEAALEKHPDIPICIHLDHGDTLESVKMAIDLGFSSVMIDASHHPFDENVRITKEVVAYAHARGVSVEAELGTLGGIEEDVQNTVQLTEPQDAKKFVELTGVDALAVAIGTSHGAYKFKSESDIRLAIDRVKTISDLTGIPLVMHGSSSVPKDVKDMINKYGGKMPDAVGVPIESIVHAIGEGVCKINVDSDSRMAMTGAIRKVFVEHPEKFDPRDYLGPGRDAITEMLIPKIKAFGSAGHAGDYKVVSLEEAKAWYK
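Giardia FBPA (40 nM reagent) was preincubated 10 min at RT with compound (up to 57.5 uM final), then substrate plus GAPDH/TPI/NAD/arsenate coupling system with diaphorase/resazurin was added; resorufin fluorescence (525/598 nm) was read after 20 min.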
HCMV inh: blocks human cytomegalovirus replication | 410,000 tested, 4.5% active | HFF cells, HCMV-luciferase reporter, 72 h; hits give low values | activity change, negative = inhibition, % at 57.5 µM; in the data active = activity change below about -60%; inconclusive = no clear call, values can overlap the other calls; inactive = above about -39%
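Two compound doses tested in HFFs infected with HCMV-luciferase, MOI 1 PFU/cell, 72 h at 37C. Lysate luminescence read with OneGlo; data normalized against buffer-only and 10uM Salinomycin inhibitor controls.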
AmpC no deterg: inhibitors of E. coli AmpC beta-lactamase without detergent; AID 485341; P00811; Potency, µM (top dose mostly 57.1 µM), without a hit: top-dose activity change, negative = inhibition, actives largely listed as inhibitors; 330,000 tested, 0.52% active; AmpC nitrocefin hydrolysis, absorbance 480 nm, 0.0001% Triton;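 note: potency is the fitted concentration of half-maximal effect; plate controls were no compound for no effect and no enzyme for full effect; nearly all actives have a fitted effect of over 20% in size; some results filed as inactive show a strong effect at the top dose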
Target sequence (P00811 whole entry, looked up): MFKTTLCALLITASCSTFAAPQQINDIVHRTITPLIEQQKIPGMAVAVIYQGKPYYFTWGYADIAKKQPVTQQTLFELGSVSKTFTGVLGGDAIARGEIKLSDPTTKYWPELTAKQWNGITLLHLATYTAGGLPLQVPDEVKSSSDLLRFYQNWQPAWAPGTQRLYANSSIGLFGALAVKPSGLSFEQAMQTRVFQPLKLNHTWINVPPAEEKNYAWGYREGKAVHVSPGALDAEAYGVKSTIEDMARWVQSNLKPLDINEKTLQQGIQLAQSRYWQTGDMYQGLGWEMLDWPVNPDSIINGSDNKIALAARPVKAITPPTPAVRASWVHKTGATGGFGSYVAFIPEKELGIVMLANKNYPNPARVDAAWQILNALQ
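AmpC (5.3 nM in the dispensed reagent) in 20 mM phosphate pH 7.0 with 0.01% (detergent screen) or 0.0001% Triton X-100 was preincubated with compounds for 15 min at room temperature. Nitrocefin was then added from an 800 uM solution, and hydrolysis was followed at 480 nm.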
AMA1 RON2 block: inhibitors of Plasmodium falciparum AMA1-RON2 interaction; AlphaScreen AMA1-biotinylated RON2 peptide binding; AID 720542; 360,000 tested, 0.2% active; Potency, µM (titrated, usually from 58.2 µM), inactives show at the highest dose activity change, negative = inhibition, most hits filed as inhibitors;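 note: potency is the fitted concentration of half-maximal effect; 0% = vehicle wells and -100% = peptide control; nearly all actives have a fitted effect of over 45% in size; some results filed as inactive show a strong effect at the top dose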
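AMA1 (3D7) with his tag at 25 nM final met compounds first, then biotinylated RON2 peptide at 25 nM; detection used donor plus acceptor beads, 10 µg/mL apiece, read by AlphaScreen after 30 min at room temperature.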
Sm TGR inh: inhibitors of Schistosoma mansoni thioredoxin glutathione reductase; 360,000 tested, 3% active; AID 485364; Potency, µM (series often up to 114 µM), for inactives: at the top dose activity change, negative = inhibition, most hits filed as inhibitors; purified TGR, DTNB reduction, TNB absorbance 405 nm; note: potency is the fitted concentration of half-maximal effect; nearly all actives have a fitted effect of over 60% in size
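TGR 20 nM + NADPH 100 uM (dispensed conc.), cpd preinc 15 min RT; start with NADPH (500 uM addition) then DTNB (15 mM addition). Kinetic TNB absorbance, 405 nm filter. Four-parameter Hill fit across titration.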
AmpC detergent: inhibitors of E. coli AmpC beta-lactamase with detergent | 370,000 tested, 0.041% active | P00811 | Potency, µM (top dose mostly 114 µM), inactives show at the top dose activity change, negative = inhibition, actives largely listed as inhibitors | AmpC hydrolysis of nitrocefin, absorbance 480 nm, 0.01% Triton;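 note: potency is the fitted concentration of half-maximal effect; 0% = no-compound wells and -100% = no-enzyme wells; nearly all actives have a fitted effect of over 25% in size; some results filed as inactive show a strong effect at the top dose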
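AmpC (5.3 nM in the dispensed reagent) in 20 mM phosphate pH 7.0 with 0.01% (detergent screen) or 0.0001% Triton X-100 was preincubated with compounds for 15 min at room temperature. Nitrocefin was then added from an 800 uM solution, and hydrolysis was followed at 480 nm.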
* = called active by the depositor; ? = inconclusive; · = no result given; & = joins results of further samples; [ ] = remark or other dose. Unless noted, calls come from the whole dose curve; as a rule, active = well fitted curve in the direction sought with a large enough effect; inconclusive = small, poorly fitted or top-dose-only effect, or another doubt; inactive = no such curve, though single readings can be large; an effect the other way counts as inactive or inconclusive. Unless noted, % is set by controls: 0 for no effect and ±100 for the full control effect. Rows were taken by chance, and some 7.8% of all compounds hit somewhere here.

Molecule	Giardia FBPA inh	AMA1 RON2 block	Sm TGR inh	AmpC detergent	AmpC no deterg	HCMV inh
COc1cccc(-c2nc(SCC(=O)Nc3ccc4c(c3)OCCO4)c(-c3ccccc3)[nH]2)c1	·	·	-3%	8%	·	?
CC(=O)Nc1ccc(-c2nnc(SCC(=O)n3c4c(c5ccccc53)CCCC4)n2C)cc1	2%	11%	10%	0%	-8%	-4
Cc1c(C(=O)OCCOc2ccc(Br)cc2)sc(=S)n1C	-4%	-8%	7%	-6%	-7%	-20
COC(=O)CNC(=O)Cn1cnc2sc(C)c(S(=O)(=O)N3CCC(C)CC3)c2c1=O	-3%	-12%	1%	-4%	-20%	-14
COc1ccc(C(=O)N/C(=C\c2cn(C)c3ccccc23)C(=O)N2CCOCC2)cc1OC	7%	1%	-28%	-1%	137%[activator]	-38
O=C(CN1C(=O)C(c2ccc(F)cc2)=NC12CCCCCC2)Nc1ccc(F)c(Cl)c1	·	·	2%	-1%	·	-90*
CCc1ccc(/C=N/NC(=O)c2cc(-c3ccncc3)nc3ccccc23)s1	2%	11%	-1%	2%	140%[activator]	-66*
Cc1cc(=O)n(Cc2cccc(Cl)c2)c2c1c(C)nn2-c1ccccc1	·	·	-3%	2%	·	16
Cc1cc(C)c(NC(=O)C(=O)NCc2ccco2)c(C)c1	1%	6%	4%	5%	-7%	·
CCOc1ccccc1NC(=O)c1ccc2c(Cl)c3c(nc2c1)CCCC3	·	·	9%	20%	·	-8
CC(C)C(=O)Nc1nnc(CCN2CCCCC2)s1	-3%	6%	2%	7%	-26%	-11
CC1CCC(C(C)C)C(OC(=O)Cn2nnc3c(cnn3-c3ccccc3)c2=O)C1 (stereo unspecified)	2%	5%	13%	?	-30%	-7
COc1ccccc1OCc1ccc(C(=O)N2CCN(C(=O)c3ccco3)CC2)cc1	0%	14%	?	-3%	59%	24
Cc1nn(C(C)C(=O)O)c2ccccc12 (stereo unspecified)	7%	3%	2%	1%	-6%	-10
CCC(=O)N1CCc2cc(S(=O)(=O)NC(Cc3ccccc3)C(=O)NC3CCCCC3)ccc21 (stereo unspecified)	1%	-1%	4%	-2%	-50%	0
CC(=O)c1ccc(N(C)C)c2c(N(C)C)cccc12	?	-3%	2%	-11%	-12%	-11
Cc1ccc(-n2c(/C=C/c3cc(Br)cs3)nc3ccccc3c2=O)cc1	·	·	5%	5%	·	-9
CC(=O)Nc1ccc2nc(-c3cc(C)ccc3C)[nH]c2c1	·	·	1%	-1%	·	1
Nc1cccc(-c2nc3ccccc3s2)c1	-4%	-24%	0%	-5%	-8%	155
N#Cc1cnn(-c2ccc(F)cc2)c1N	-23%	-9%	6%	-8%	-3%	9

Taken from above:
CCC(=O)N1CCc2cc(S(=O)(=O)NC(Cc3ccccc3)C(=O)NC3CCCCC3)ccc21 (stereo unspecified) – Sm TGR inh = 4%
CC(=O)Nc1ccc2nc(-c3cc(C)ccc3C)[nH]c2c1 – Sm TGR inh = 1%

Laid out differently: two of the compounds above.
Each structure is followed by: Giardia FBPA inh	AMA1 RON2 block	Sm TGR inh	AmpC detergent	AmpC no deterg	HCMV inh
COc1ccc(C(=O)N/C(=C\c2cn(C)c3ccccc23)C(=O)N2CCOCC2)cc1OC
  7%	1%	-28%	-1%	137%[activator]	-38
O=C(CN1C(=O)C(c2ccc(F)cc2)=NC12CCCCCC2)Nc1ccc(F)c(Cl)c1
  ·	·	2%	-1%	·	-90*

Entries of single compounds as entered above. Order of values: Giardia FBPA inh, AMA1 RON2 block, Sm TGR inh, AmpC detergent, AmpC no deterg, HCMV inh
`CC(=O)Nc1ccc(-c2nnc(SCC(=O)n3c4c(c5ccccc53)CCCC4)n2C)cc1` across the screens: 2%, 11%, 10%, 0%, -8%, -4
`CCc1ccc(/C=N/NC(=O)c2cc(-c3ccncc3)nc3ccccc23)s1` across the screens: 2%, 11%, -1%, 2%, 140%[activator], -66*
`CC(=O)Nc1ccc2nc(-c3cc(C)ccc3C)[nH]c2c1` across the screens: ·, ·, 1%, -1%, ·, 1
`CCC(=O)N1CCc2cc(S(=O)(=O)NC(Cc3ccccc3)C(=O)NC3CCCCC3)ccc21` (stereo unspecified) across the screens: 1%, -1%, 4%, -2%, -50%, 0
`Cc1cc(C)c(NC(=O)C(=O)NCc2ccco2)c(C)c1` across the screens: 1%, 6%, 4%, 5%, -7%, ·

Additional structures follow.
Molecule	Giardia FBPA inh	AMA1 RON2 block	Sm TGR inh	AmpC detergent	AmpC no deterg	HCMV inh
Cc1csc(NC(=O)C(NS(=O)(=O)c2ccc(Br)s2)c2ccccc2)n1 (stereo unspecified)	2%	5%	7%	-15%	-45%	?
Cc1ccc(CC(=O)Nc2ccncc2)cc1	8%	5%	·	5%	1%	?
Cc1ccc2nc(CN3CCN(S(=O)(=O)c4ccc(C)c(C)c4)CC3)oc2c1	·	·	-4%	12%	·	1
NNc1nccc(Nc2ccccc2C(=O)O)n1	?	47%[activator][11.6 µM]	4%	-2%	0%	?
COc1ccc(S(=O)(=O)/C(C#N)=C/Nc2ccc(NC(C)=O)cc2)cc1	-8%	-5%	-6%	1%	-23%	41
CCN1C/C(=C/c2ccc(N3CCOCC3)cc2)C(=O)/C(=C/c2ccc(N3CCOCC3)cc2)C1	-16%	-29%	-20%	3%	215%[activator]	-102*
CNC(=S)N(CCCn1ccnc1)Cc1c(F)cccc1Cl	-21%	1%	-5%	-15%	-2%	-23
CC(C)CCn1cnc2c(oc3nc4c(cc32)CCCC4)c1=O	2%	6%	-12%	-2%	7%	-38
O=C(O)CCC(=O)N1CCc2cc(S(=O)(=O)NCc3ccc(F)cc3)ccc21	·	·	1%	-13%	·	13
Cc1ccc(C2C(=O)N(C3CCCCCC3)CC(=O)N2C(C)C)cc1 (stereo unspecified)	·	·	16%	6%	·	?
CCOC(=O)CCC(=O)N1CCOCCOCCN(C(=O)CCC(=O)OCC)CCOCC1	0%	0%	4%	-3%	-3%	88
Cc1ccn2c(Nc3ccccc3C)c(-c3cccnc3)nc2c1	-6%	-7%	6%&12%	-7%&19%	73%[activator]	?
CCN(CCCNC(=O)Cn1ncc2c([nH]c3ccccc32)c1=O)Cc1ccccc1	·	2%	-24%	2%	23%	-14
Cc1cc(C(=O)OCC(=O)Nc2cc(C(F)(F)F)ccc2N2CCOCC2)c(C)o1	-3%	-6%	5%	-10%	28%	-7
CC(C)c1ccc(/C=C/C(=O)NC(=S)NN2CCOCC2)cc1	·	102%[activator]	-6%	-2%	69%[activator]	-98*
Cc1c(S(=O)(=O)N2CCC(C)CC2)c(=O)n(C)c(=O)n1C	·	5%	-2%	-16%	-5%	-22
